TPT1 inh: C. albicans TPT1 enzyme inhibition; AID 1962; actives 0.81% (n = 300,000); inhibition, % at 5 µM; recombinant caTPT1, FP RNA substrate dephosphorylation;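 active = inhibition above the mean of all tested compounds plus 3 SD, set per screening campaign, cut at about 24% in these data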;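 note: plate controls were DMSO alone for no effect and ferristatin control at 100 nM for full effect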
AHR activator: human AHR activation | AID 2796 | AHR-responsive luciferase reporter cells, luminescence | actives 2.5% (n = 320,000) | activation, % at 5 µM; in the data active = activation above about 47%;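 note: 0% = vehicle wells and 100% = reference agonist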
PP1 counter: counter-screen for PP5 inhibitors: inhibitors of human PP1-alpha; inhibition, % at 6.7 µM; purified PP1alpha, OMFP fluorescence; AID 2235; P62136; actives 0.9% (n = 320,000);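 active = inhibition above the mean inhibition of all tested compounds plus 3 SD, computed separately for each screening campaign, cut at about 15% in these data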
core dimer inh: blocks dimerization of HCV core protein; actives 0.33% (n = 300,000); TR-FRET GST/Flag-core106 dimerization, 1536-well; inhibition, % at 5 µM;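 active = inhibition above the mean of all tested compounds plus 3 SD, set per screening campaign, cut at about 45% in these data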
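Assay system: GST-tagged and Flag-tagged HCV core protein residues 1-106 / Times: compound-protein-antibody incubation 4 h at 22.5 °C / Signal: time-resolved FRET, ex 340 nm, em 617 and 671 nm / Evaluation: % inhibition based on acceptor/donor emission ratio / Benchmarks: wells lacking GST-core106 and wells with excess unlabelled core106 / Repeats: singlicate, one well per compound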
proCasp3 act: procaspase-3 (human) activation; activation, % at 8.5 µM; actives 0.11% (n = 330,000); recombinant procaspase-3 D3A, Ac-DEVD-pNA absorbance 405 nm; AID 463141; P42574;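 active = activation above the mean of all tested compounds plus 3 SD, cut at about 21% in these data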;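 note: 0% = DMSO alone and 100% = DMSO wells spiked with extra 5 µM PC-3 D3A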
Target sequence (P42574 whole entry D9A/D28A/D175A): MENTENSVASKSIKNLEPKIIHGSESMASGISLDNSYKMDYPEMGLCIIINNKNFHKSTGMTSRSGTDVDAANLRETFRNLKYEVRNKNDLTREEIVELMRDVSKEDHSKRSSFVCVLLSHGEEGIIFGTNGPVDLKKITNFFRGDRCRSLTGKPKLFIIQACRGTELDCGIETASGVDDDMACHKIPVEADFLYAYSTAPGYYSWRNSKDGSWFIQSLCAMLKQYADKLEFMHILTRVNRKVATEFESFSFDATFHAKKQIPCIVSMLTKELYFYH
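Assay system – Procaspase-3 D3A mutant, all three cleavage aspartates alanine · Controls – DMSO-only low control, 5 µM PC-3 D3A high control · Schedule – 1 h compound preincubation, 2 h substrate hydrolysis at 25 °C · Signal – 405 nm absorbance of p-nitroaniline, reads at 0 and 120 min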
PP5 primary: blocks human protein phosphatase 5 activity; P53041; purified PP5c, OMFP substrate fluorescence; inhibition, % at 6.7 µM; actives 0.18% (n = 320,000); AID 1987;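 active = inhibition above the campaign's mean inhibition across all tested compounds plus 3 SD, cut at about 9.5% in these data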;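 note: 0% = DMSO only and 100% = 100 µM cantharidin control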
Target sequence (P53041 whole entry, looked up): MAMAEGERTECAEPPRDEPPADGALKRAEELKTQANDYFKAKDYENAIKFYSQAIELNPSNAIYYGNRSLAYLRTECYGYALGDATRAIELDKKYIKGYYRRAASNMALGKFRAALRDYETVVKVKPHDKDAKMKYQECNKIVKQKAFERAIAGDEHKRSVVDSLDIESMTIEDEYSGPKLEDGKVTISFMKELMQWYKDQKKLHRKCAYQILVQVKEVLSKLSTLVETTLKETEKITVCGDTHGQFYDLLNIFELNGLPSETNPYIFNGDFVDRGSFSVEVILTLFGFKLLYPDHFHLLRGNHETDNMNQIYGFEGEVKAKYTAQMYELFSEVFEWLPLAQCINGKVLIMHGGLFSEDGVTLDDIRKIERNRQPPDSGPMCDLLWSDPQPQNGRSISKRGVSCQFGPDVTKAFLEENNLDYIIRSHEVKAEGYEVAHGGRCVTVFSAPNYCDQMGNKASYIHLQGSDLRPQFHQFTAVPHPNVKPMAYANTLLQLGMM
CTSL1 counter: counter-screen for PFM18AAP inhibitors: inhibitors of F. hepatica cathepsin L1; inhibition, % at 5.96 µM; AID 1906; recombinant F. hepatica cathepsin L1, Z-Leu-Arg-MCA fluorescence; actives 0.49% (n = 300,000);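 active = inhibition above the mean of all tested compounds plus 3 SD, set per screening campaign, cut at about 17% in these data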;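 note: 0% = plate median of test compound wells and 100% = 1 µM Z-Phe-Ala-diazomethylketone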
procasp7 counter: counter-screen: procaspase-7 (human) activation; activation, % at 8.5 µM; recombinant procaspase-7, Ac-DEVD-pNA absorbance 405 nm; D23A/D198A/D206A triple mutant, cannot self-cleave; scale: DMSO 0, 5 µM enzyme 100; P55210; actives 0.093% (n = 330,000);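 active = percent activation above the screen-wide mean plus 3 SD, cut at about 25% in these data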
Target sequence (P55210 whole entry D23A/D198A/D206A): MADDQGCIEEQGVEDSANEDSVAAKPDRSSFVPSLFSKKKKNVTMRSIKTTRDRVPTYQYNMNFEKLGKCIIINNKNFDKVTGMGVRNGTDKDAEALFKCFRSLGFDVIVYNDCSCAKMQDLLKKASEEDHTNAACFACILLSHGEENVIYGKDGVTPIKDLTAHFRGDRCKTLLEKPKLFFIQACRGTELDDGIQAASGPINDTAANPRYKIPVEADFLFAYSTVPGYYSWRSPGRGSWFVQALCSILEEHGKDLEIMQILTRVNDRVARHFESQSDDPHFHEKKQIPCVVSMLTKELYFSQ
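Assay system: Uncleavable procaspase-7 mutant enzyme | Input: 2 µM procaspase-7 mutant as dispensed | Timing: 1 h compound preincubation, 2 h substrate cleavage, 25 °C | Repeats: One well per compound | Control set: DMSO wells as 0%, DMSO with 5 µM added PC-7 as 100% | Technique: Epi-absorbance of released pNA at 405 nm, two timepoints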
PAFAH2 FP inh: inhibitors of human PAFAH2 | actives 0.99% (n = 340,000) | recombinant PAFAH2, FP-rhodamine activity probe, fluorescence polarization | Q99487 | inhibition, % at 3.39 µM;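 active = inhibition above the mean over all tested compounds plus 3 SD, cut at about 30% in these data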;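 note: inhibitors block probe labeling of enzyme so polarization drops; 0% = enzyme with DMSO and 100% = wells lacking PAFAH2 protein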
Starred values were filed as active, the others as inactive; / = not tested or not shown.

Below each SMILES: TPT1 inh | AHR activator | PP1 counter | core dimer inh | proCasp3 act | PP5 primary | CTSL1 counter | procasp7 counter | PAFAH2 FP inh
1) O=C(Nc1nn(Cc2ccc(Cl)cc2)cc1Br)c1ccc(COc2ccccc2Cl)o1
  2 | 1 | 4 | 8 | -10 | 4.4 | 4 | -3 | -7
2) CCn1c(CNc2ccc(F)cc2)nnc1SCCN1CCCCC1
  3 | 3 | 0 | -1 | 2 | -1.6 | 0 | 3 | -2
3) CC(C)c1cc(C(=O)Nc2cccc(Cl)c2)no1
  0 | 0 | -3 | -7 | 4 | 2.5 | 0 | 9 | 3
4) COCCNC(=O)C(c1cccs1)N(C(=O)Cn1nnc2ccccc21)c1cccc(C(C)=O)c1 (stereo not drawn)
  2 | 2 | -4 | -1 | -1 | -0.6 | -1 | 10 | 8
5) O=C(O)CC(c1cccc2ccccc12)N1Cc2ccccc2C1=O (stereo not drawn)
  -2 | 1 | -2 | 3 | 0 | 2.5 | 5 | 3 | 6
6) CCc1cc2c(COC(=O)c3cccc(S(C)(=O)=O)c3)cc(=O)oc2cc1O
  0 | 0 | 2 | 13 | -18 | 4.3 | 0 | -22 | 1
7) Cc1cccc[n+]1CC(=O)/C=C1\N(C)c2ccccc2C1(C)C
  0 | -2 | 5 | -5 | -6 | 4.2 | 2 | -6 | -21
8) C/C(=N\O)c1ccc(Cl)c(Cl)c1
  -5 | -3 | -3 | 1 | -3 | 3.6 | 3 | 2 | /
9) Cc1ccc2c(c1)N(CC(=O)N1CCN(c3nc4ccccc4s3)CC1)C(=O)C(C)O2 (stereo not drawn)
  1 | -1 | 6 | 3 | 8 | -1.4 | 1 | -3 | 8
10) CCOc1ncccc1C(=O)OCC(=O)NCCCc1ccccc1
  / | -2 | / | / | 4 | / | / | 10 | 18
11) Cc1ccc(C)c(NC(=O)C(CC(=O)O)C2CCCO2)c1 (stereo not drawn)
  0 | -1 | 0 | -2 | -9 | 0.0 | 1 | 1 | 7
12) C=CCc1c(C)nc(N)[nH]c1=O
  1 | -2 | -2 | 3 | -1 | -0.9 | -2 | 5 | -2
13) CCOc1ccc(S(=O)(=O)N2CCCC(C(=O)NCc3ccncc3)C2)cc1C (stereo not drawn)
  -4 | 5 | 4 | -14 | -2 | 1.5 | -2 | 9 | -12
14) CCC/C(=C1/c2ccccc2C(=O)N1c1ccccc1)c1cnc(OC)nc1
  / | 11 | / | / | -2 | / | / | -10 | -2
15) CC(C)(C)c1ccc(C(=O)NNC(=O)c2cccc(-n3cnnn3)c2)cc1
  0 | 4 | 0 | -2 | -2 | -1.8 | 0 | 3 | -3
16) CCOc1ccc(/C=C(/NC(=O)c2ccccc2)C(=O)NCCC(=O)O)cc1
  -6 | 3 | -5 | 2 | -8 | -8.3 | 14 | -14 | 7
17) CCOc1ccc(NC(=O)Nc2nnc(CC)s2)cc1
  -2 | 9 | -4 | 3 | -6 | 0.5 | -1 | 3 | 4
18) Cc1cccc(-c2nc(CC(=O)Nc3cccc(S(=O)(=O)NC4=NCCC4)c3)cs2)c1
  / | -2 | 1 | / | -6 | 3.0 | / | 2 | 2
19) N#Cc1cc(C(=O)c2cc(Br)ccc2O)cn(C2CC2)c1=O
  21 | 6 | -4 | 9 | -5 | 1.3 | 8 | -1 | -5
20) COc1ccc(C(=O)COC(=O)Cc2c[nH]c3ccccc23)c(OC)c1
  1 | 8 | 0 | -2 | 3 | 0.2 | -2 | 2 | -1
21) Cc1ccc(/C=C2\SC(=S)N(CCC(=O)NNC(=O)c3ccncc3)C2=O)cc1
  6 | 4 | -2 | 3 | 3 | 1.2 | -2 | 9 | /
22) Cc1cc(C(=O)N(C)CC(=O)Nc2ccc(F)c(F)c2F)no1
  2 | 4 | -5 | -16 | -3 | 1.3 | 0 | 1 | -2
23) COc1cc(NC(=O)Cc2ccc(S(=O)(=O)N3CCOCC3)s2)c(OC)cc1Cl
  0 | 17 | 2 | 0 | -3 | 0.4 | -1 | -5 | 15
24) COc1ccccc1CNC(=O)c1c(O)c2cc(OC)c(OC)cc2[nH]c1=O
  -6 | 0 | -2 | 3 | 5 | 1.8 | 3 | 1 | -7
25) OC(COc1ccccc1)Cn1cc(Br)cn1 (stereo not drawn)
  1 | -5 | 0 | -7 | 3 | 3.0 | -5 | -6 | 0
26) CCOC(=O)c1cc(C(=O)OCC)c2ccccn2c1=O
  -3 | 4 | -4 | -2 | -7 | 1.8 | 0 | -7 | -2
27) CC(=O)NS(=O)(=O)c1ccc(NS(=O)(=O)c2ccc(F)cc2)cc1
  4 | 2 | -4 | -1 | 3 | -0.2 | 0 | 4 | 8
28) CC(C)Cc1cc(C(=O)Nc2ccc3c(c2)OCO3)no1
  -3 | 9 | 1 | -2 | 2 | 0.4 | -3 | 2 | 1
29) O=C(c1ccco1)N1CCC(c2nc3c(nnn3Cc3ccccc3Cl)c(=O)[nH]2)CC1
  1 | 0 | 3 | 13 | 0 | 1.4 | -1 | 0 | 4
30) CC(NC(=O)CN1CCOCC1)c1ccccc1 (stereo not drawn)
  -4 | 0 | -1 | 7 | 6 | 0.7 | 2 | -1 | 3
31) CC(=O)Nc1ccc(NC(=O)CSc2nnc(NC(=O)c3ccc(Br)o3)s2)cc1
  -1 | 0 | -1 | -3 | -2 | 1.6 | 1 | 4 | 2
32) Fc1cccc(CNc2ncnc3ccc(-c4ccc5c(c4)OCO5)cc23)c1
  / | 37 | 2 | / | -2 | 2.7 | / | -1 | -10
33) Cc1ccc(-c2nc3ccccc3c(=O)o2)cc1
  2 | 12 | -1 | 9 | 7 | 1.7 | -2 | -1 | 81*
34) O=C1CCC([N+](=O)[O-])C(c2ccc(Cl)cc2)N1 (stereo not drawn)
  -2 | 6 | -1 | 2 | 8 | 1.3 | 1 | -6 | -3
35) O=C(CS(=O)(=O)c1ccc(F)cc1)N1CCOCC1
  1 | -1 | -1 | -6 | 0 | -0.4 | -1 | 5 | -2
36) Cc1cc(C(=O)Nc2ccc(Nc3ccccc3)cc2)ccc1[N+](=O)[O-]
  -4 | -2 | -1 | -16 | 1 | 4.0 | -11 | 2 | -2
37) Cc1cc(C(=O)N2CCc3ccccc3C2)on1
  -2 | -9 | -5 | -8 | 9 | -0.1 | 3 | 9 | -3
38) CCOc1ccc(C(=O)Nc2c3c(nn2-c2cccc(Cl)c2)CS(=O)C3)cc1 (stereo not drawn)
  -4 | 6 | -3 | -6 | 2 | 0.8 | 0 | 1 | -14
39) O=C(NNc1nc2ccccc2nc1C(F)(F)F)c1ccccc1
  -3 | 11 | 1 | 2 | 5 | -0.7 | 4 | 5 | -3
40) CCOC(=O)CNC(=O)c1ccc(C#CC2(O)CCCCC2)cc1
  -4 | -2 | -3 | -13 | 10 | 2.0 | -4 | 5 | 4

Some of these compounds in order of the PAFAH2 FP inh value, low to high.
entry	compound	PAFAH2 FP inh
38	CCOc1ccc(C(=O)Nc2c3c(nn2-c2cccc(Cl)c2)CS(=O)C3)cc1 (stereo not drawn)	-14
32	Fc1cccc(CNc2ncnc3ccc(-c4ccc5c(c4)OCO5)cc23)c1	-10
35	O=C(CS(=O)(=O)c1ccc(F)cc1)N1CCOCC1	-2

(listing goes on)
Below each SMILES: TPT1 inh | AHR activator | PP1 counter | core dimer inh | proCasp3 act | PP5 primary | CTSL1 counter | procasp7 counter | PAFAH2 FP inh
41) CC(=O)Nc1c(C(=O)NCc2ccccc2)nnn1Cc1ccccc1
  1 | 3 | 1 | -8 | -7 | 1.1 | -6 | -11 | -8
42) CC1(C)CC(=O)C=C(c2ccc(-c3ccccc3)cc2)C1
  / | 0 | -4 | / | 0 | 0.8 | / | -1 | -3
43) COc1ccc(C2CC(c3ccc(Cl)cc3Cl)Nc3nc(N)nn32)cc1 (stereo not drawn)
  0 | 4 | 2 | 9 | 3 | 0.7 | 0 | -3 | 5
44) O=C(NCSc1ccnc(SCNC(=O)c2ccc(F)cc2)n1)c1ccc(F)cc1
  -1 | 0 | -1 | 0 | -20 | 1.3 | 7 | -21 | -3
45) O=S(=O)(c1ccc2oc(=S)[nH]c2c1)N1CCOCC1
  / | -2 | -6 | / | 6 | -1.1 | / | -17 | 9
46) CSc1ccc(CN(C)C(=O)c2cc(=O)[nH]c3ccccc23)cc1
  -2 | 4 | -1 | -2 | -1 | 2.1 | 1 | 2 | 1
47) C/C(=N/NC(=O)CN1CCN(S(=O)(=O)c2ccc(Br)cc2)CC1)c1cccnc1
  -2 | 8 | -1 | -11 | 10 | 1.7 | -3 | 12 | 10
48) CC1=CC(C)(C)N(S(=O)(=O)c2ccc(F)cc2)c2ccccc21
  -1 | -2 | 0 | -1 | -1 | 2.1 | 2 | 10 | 7
49) COc1ccc(C(=O)Nc2nnc(SCC(=O)Nc3ccc(NC(C)=O)cc3)s2)c(OC)c1
  -3 | -7 | -3 | 0 | 0 | -1.6 | -1 | 17 | -9
50) O=C1CC(c2ccccc2)CC(O)=C1C=NCCCO (stereo not drawn)
  -7 | 0 | -2 | 1 | 6 | -2.8 | 2 | 6 | 6
51) OC(COc1ccccc1)CN1CCN(Cc2ccc3c(c2)OCO3)CC1 (stereo not drawn)
  1 | -1 | 0 | -2 | 2 | 0.7 | 1 | 0 | 7
52) CC(=O)c1cccc(NC(=S)NC(=O)CC(C)C)c1
  -3 | 6 | -4 | -3 | 4 | 2.1 | -2 | 0 | 14
53) Cc1cccc(C(=O)Nc2cccc(-c3ccc4nncn4n3)c2)c1
  0 | 12 | 1 | 3 | -1 | 2.0 | -1 | 0 | -2
54) N#Cc1ccc(N2CCCNCC2)nc1
  3 | 0 | -1 | 6 | -4 | 0.2 | 0 | -5 | -3
55) CCOc1ccc(CCNC(=O)COn2nnc3ccc(S(=O)(=O)N4CCOCC4)cc32)cc1OCC
  1 | 6 | -1 | 4 | 2 | -1.4 | 8 | 12 | 4
56) CC(C(=O)OCC(=O)N1CCCCC1)N1C(=O)c2ccccc2C1=O (stereo not drawn)
  / | 0 | / | / | 4 | / | / | 4 | 4
57) O=C(COc1ccccc1Cl)Nc1ccc2c(c1)OCO2
  -2 | 2 | 4 | 2 | -5 | -0.7 | -2 | -6 | 7
58) CCN(CC)CC(O)CN1C(=O)NC(C)(C)C1=O (stereo not drawn)
  3 | 4 | -3 | 0 | 5 | -0.2 | 2 | 4 | 3
59) COc1cc(NC(=O)CSc2nnc(-c3ccncc3)o2)cc(OC)c1OC
  1 | -1 | -1 | -2 | 0 | 1.1 | -1 | 11 | -4
60) CCOC(=O)c1c(-c2ccc(OC)cc2)csc1NC(=O)CCN1CCOCC1
  1 | 3 | 5 | 4 | -2 | 0.4 | 2 | -5 | 1
61) COc1cc(C)nc(Oc2ccc(OCCOc3ccc(C)cc3)nn2)n1
  -6 | 2 | -3 | -3 | 3 | -0.3 | -2 | 13 | 0
62) O=C(CSc1nc2ccccc2c(=O)n1NC(=O)Cc1ccccc1)NCc1ccccc1
  1 | 6 | -3 | -4 | 6 | 1.1 | -3 | 8 | 15
63) CCOC(=O)C1CCCN(C(=O)c2ccccc2[N+](=O)[O-])C1 (stereo not drawn)
  3 | 1 | 1 | 0 | 1 | 1.2 | 0 | 3 | -4
